PostGolgi yeast: growth inhibition of a yeast mutant, post-Golgi transport screen; post-Golgi transport phenotypic cell assay; inhibition, % at 10 µM; hit rate 0.9% among 98,000;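 note: yeast cells grown in 1536-well plates; yeast grown about 18 h at 30C before absorbance read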
S1P2 antag: blocks the human S1P2 receptor; hit rate 0.21% among 97,000; cell-based S1P2 antagonist assay, inhibition at 5 uM; inhibition, % at 5 µM; AID 736; O95136; in the data active = inhibition above about 45%;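 note: CRE beta-lactamase reporter cells expressing human S1P2 stimulated with S1P; 0% = agonist at EC80 alone and 100% = agonist plus reference antagonist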
Target sequence (O95136 whole entry, looked up): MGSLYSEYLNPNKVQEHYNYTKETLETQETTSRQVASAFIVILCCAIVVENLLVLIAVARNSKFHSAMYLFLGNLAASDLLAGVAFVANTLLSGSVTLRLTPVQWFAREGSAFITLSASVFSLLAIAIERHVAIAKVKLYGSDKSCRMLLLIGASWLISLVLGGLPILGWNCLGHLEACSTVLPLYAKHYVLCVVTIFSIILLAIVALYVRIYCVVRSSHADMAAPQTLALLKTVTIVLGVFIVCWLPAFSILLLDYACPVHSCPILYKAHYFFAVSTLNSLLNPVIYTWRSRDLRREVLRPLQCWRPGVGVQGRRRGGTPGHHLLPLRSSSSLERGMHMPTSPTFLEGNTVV
CYP2C19 activ: activators of human cytochrome P450 2C19; recombinant CYP2C19, luciferin-H EGE luminescence; active compounds read high; 0 = fully inhibited enzyme, 1 = untreated enzyme; 96,000 tested, under 10 active; activation factor at 5 µM;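 active = activation factor of at least 2 at 5 µM in the primary screen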;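 note: 0 = wells with 2.5 mM tranylcypromine and 1 = vehicle-only wells; values of inactives mirror those of a sister screen read the other way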
sEH inh: inhibitors of human soluble epoxide hydrolase; AID 707; recombinant human sEH enzymatic activity assay; inhibition, % at 2 µM; hit rate 0.34% among 91,000; in the data active = inhibition above about 80%; note: values of inactives mirror those of a sister screen read the other way; many of its hits are not listed in these tables
sEH activator: soluble epoxide hydrolase (human) activation | P34913 | purified human sEH enzymatic activity, activator screen | activation, % at 2 µM | hit rate 0.04% among 91,000 | AID 717; in the data active = activation above about 37%; note: values of inactives mirror those of a sister screen read the other way
CYP2C19 inh: inhibitors of human CYP2C19 | P33261 | CYP2C19 Supersomes, luciferin-H EGE luminescence, 30 min | inhibition, % at 5 µM | hit rate 21% among 96,000 | AID 778;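 active = CYP2C19 inhibition above a set limit at 5 µM in the primary screen, cut at about 50% in these data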;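 note: plate controls were negative control wells for no effect and 2.5 mM tranylcypromine positive control for full effect; values of inactives mirror those of a sister screen read the other way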
DAT uptake mod: changed human dopamine transporter uptake under cocaine IC80; Q01959; LLC-PK1 hDAT cells, [14C]-dopamine uptake with cocaine IC80; actives deviate in either direction; B-score at 10 µM; hit rate 1.3% among 110,000; AID 449768;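 active = Z score or B-score, a plate-position-corrected score, falls beyond the plate's 99.7% confidence bounds, in either direction; inactive = both scores lie inside the 99.7% bounds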;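 note: scored against the spread of the other compound wells on the same plate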
Target sequence (Q01959 whole entry, looked up): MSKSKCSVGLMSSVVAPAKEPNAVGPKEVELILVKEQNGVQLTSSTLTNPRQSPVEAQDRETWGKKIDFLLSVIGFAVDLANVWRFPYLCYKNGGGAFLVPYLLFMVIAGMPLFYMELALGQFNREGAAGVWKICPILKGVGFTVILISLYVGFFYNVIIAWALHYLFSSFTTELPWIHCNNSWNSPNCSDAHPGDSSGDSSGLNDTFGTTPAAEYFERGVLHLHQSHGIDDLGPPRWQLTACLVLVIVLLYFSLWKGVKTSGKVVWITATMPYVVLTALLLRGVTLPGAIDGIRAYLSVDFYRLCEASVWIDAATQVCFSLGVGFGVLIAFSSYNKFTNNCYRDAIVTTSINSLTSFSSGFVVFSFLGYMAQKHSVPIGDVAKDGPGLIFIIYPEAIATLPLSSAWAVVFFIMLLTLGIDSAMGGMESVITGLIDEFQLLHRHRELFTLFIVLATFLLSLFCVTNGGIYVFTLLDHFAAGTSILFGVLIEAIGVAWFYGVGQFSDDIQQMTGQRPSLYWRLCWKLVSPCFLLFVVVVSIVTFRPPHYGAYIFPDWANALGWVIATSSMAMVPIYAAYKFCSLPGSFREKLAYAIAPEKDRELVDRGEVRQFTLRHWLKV
PostGolgi ctrl: inhibits growth of the yeast control strain. efflux-deficient yeast background strain, growth absorbance A615, 16 h. inhibition, % at 10 µM. hit rate 5% among 98,000. AID 738
S1P2 ag: activates the human S1P2 receptor; S1P2-expressing cell line, agonist reporter read-out; activation, % at 4.5 µM; hit rate 0.46% among 97,000; in the data active = activation above about 16%;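 note: 0% = vehicle low control and 100% = maximal reference agonist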
* marks the source's active call; other numbers are inactive results; · = no result given. Cut-off read from the data, not from the text of the source, unless noted: active = inhibition above about 30%; inactive = the rest.

SMILES | PostGolgi yeast | S1P2 antag | CYP2C19 activ | sEH inh | sEH activator | CYP2C19 inh | DAT uptake mod | PostGolgi ctrl | S1P2 ag
O=C(/C=C/c1cccs1)c1cc(Cl)ccc1OC(=O)N1CCOCC1 | -2 | 10 | 0.1 | -4 | 7 | 91* | 0.2 | 16 | -8
CCOC(=O)CNC(=O)C(Cc1ccccc1)NS(=O)(=O)c1cccs1 (centres undefined) | -3 | 4 | 0.7 | -10 | 12 | 34 | 0.022 | 5 | -7
N#CCCN1CCN(S(=O)(=O)c2ccc(S(=O)(=O)N3CCCCCC3)cc2)CC1 | -5 | · | 1.1 | · | · | -10 | 0.53 | 24 | ·
O=C(NCCN1CCOCC1)c1ccc(F)cc1 | 19 | -10 | 0.9 | 2 | -1 | 9 | 0.24 | 3 | -1
Cn1c(=O)c2c(nc(NCc3ccc4c(c3)OCO4)n2Cc2ccccc2F)n(C)c1=O | -6 | -2 | 0.6 | -3 | 5 | 40 | 0.012 | 17 | 0
CCc1nc(OCCN(CC)CC)c2oc3ccccc3c2n1 | 4 | -4 | 1.1 | -6 | 8 | -7 | -1.4 | 8 | -6
COc1cccc(-c2nc(OC(C)C)c3ccccc3n2)c1 | 2 | 2 | 0.9 | 2 | 0 | 5 | 1.2 | 25 | -6
CCOC(=O)Cc1csc(NC(=O)CSc2nc3cccnc3n2CC)n1 | -6 | 5 | 0.9 | 4 | -5 | 6 | 0.2 | 10 | -7
CCOCCCNCc1cccc(OC)c1 | -4 | 1 | 0.6 | 6 | -8 | 38 | -0.72 | 1 | -10
O=C(Nc1cccc(C(F)(F)F)c1)C1CCN(S(=O)(=O)c2cnc[nH]2)CC1 | 1 | · | 0.5 | · | · | 55* | 0.35 | 5 | ·
Cc1ccc(C(=O)N/N=C\c2ccc[nH]2)cc1[N+](=O)[O-] | -2 | -16 | 0.9 | -2 | 2 | 6 | -0.39 | 2 | -9
O=C(CCN1CCN(c2ccccc2F)CC1)Nc1ccccc1F | -2 | 18 | 0.5 | 10 | -10 | 54* | -0.11 | 3 | -7
Cc1c(Br)c([N+](=O)[O-])nn1C(C)C(=O)NCc1cccs1 (centres undefined) | 0 | 25 | 0.7 | 8 | -6 | 33 | -9.4* | 6 | -7
COc1ccc(C2C(C#N)=C(N)N(c3sc4c(c3C#N)CCCC4)C3=C2C(=O)CC(C)(C)C3)cc1 (centres undefined) | -9 | 39 | 0.8 | -12 | 11 | 17 | 0.25 | 2 | -6
CCc1cc(=O)n2[nH]c(C)c(-c3ccccc3OC)c2n1 | -3 | 16 | 1 | 4 | -4 | 4 | -1.6 | 0 | -3
CC(=O)c1cc(C)ccc1OC(=O)c1cccnc1 | -5 | 13 | 0.8 | 2 | 2 | 22 | -0.21 | 5 | -3
CCOC(=O)C1CCCN(Cc2cccc(Cl)c2)C1 (centres undefined) | · | 6 | · | -16 | 10 | · | 0.67 | · | -1
COc1cccc(OCC(O)CN(CCO)Cc2ccccc2)c1 (centres undefined) | -8 | -2 | 0.7 | -25 | 25 | 25 | -0.68 | 6 | -4
CCCCC(NC(=O)c1ccc(Cl)cc1)C(=O)O (centres undefined) | 3 | -16 | 1.1 | 2 | -3 | -6 | -1.2 | 16 | -4
CCN(c1ccccc1)S(=O)(=O)c1ccc(OCc2c(C)noc2C)cc1 | 4 | 7 | 0.3 | 11 | -9 | 72* | 0.5 | 24 | -5

Part of the list above in a different format:
> COc1ccc(C2C(C#N)=C(N)N(c3sc4c(c3C#N)CCCC4)C3=C2C(=O)CC(C)(C)C3)cc1 (centres undefined)
- PostGolgi yeast: -9
- S1P2 antag: 39
- CYP2C19 activ: 0.8
- sEH inh: -12
- sEH activator: 11
- CYP2C19 inh: 17
- DAT uptake mod: 0.25
- PostGolgi ctrl: 2
- S1P2 ag: -6

> CCc1cc(=O)n2[nH]c(C)c(-c3ccccc3OC)c2n1
- PostGolgi yeast: -3
- S1P2 antag: 16
- CYP2C19 activ: 1
- sEH inh: 4
- sEH activator: -4
- CYP2C19 inh: 4
- DAT uptake mod: -1.6
- PostGolgi ctrl: 0
- S1P2 ag: -3

(continued)
SMILES | PostGolgi yeast | S1P2 antag | CYP2C19 activ | sEH inh | sEH activator | CYP2C19 inh | DAT uptake mod | PostGolgi ctrl | S1P2 ag
CC1(C)CC(=O)c2cc(C(=O)N3CCCC(C)(C)C3)c(=O)n(-c3ccccc3)c2C1 | -1 | 13 | 1 | · | · | 0 | 0.51 | 5 | -6
COC(=O)Cn1c(CN2CCN(c3ccc(F)cc3)CC2)nc2c1c(=O)n(C)c(=O)n2C | 4 | · | 0.8 | -3 | 8 | 25 | -0.037 | 10 | ·
COc1ccc(Cc2nnc(NC(=O)c3ccco3)s2)cc1OC | 4 | 3 | 1 | 9 | -10 | 4 | 0.081 | 8 | -16
COc1ccc(-c2noc(CN3CCOCC3)n2)cc1OC | -2 | 13 | 1 | -1 | 3 | -1 | -1.1 | -2 | -2
CC1(C)C=Cc2c(c3ccccc3[nH]c2=O)O1 | 6 | 7 | 0.8 | 13 | -13 | 18 | -0.63 | 6 | -1
O=C(Nn1cnnc1)c1ccccc1CCc1ccccc1 | -10 | -21 | 0.8 | 0 | 1 | 20 | 0.14 | 17 | -3
COc1ccc(N2C(=O)CC(N3CCN(c4ccc(C(=O)c5cccnc5)cc4)CC3)C2=O)cc1 (centres undefined) | 4 | 6 | 1 | -1 | 0 | 3 | 0.2 | 4 | -8
CC(C)(C)c1cc(C(=O)NCc2ccccc2)ccn1 | -8 | 11 | · | · | · | · | -0.51 | 1 | -5
CN(C)CCCNC1CS(=O)(=O)CC1O (centres undefined) | -2 | -27 | 1 | -10 | 8 | -2 | -0.9 | 5 | 1
O=C(NCc1ccccc1)c1cc(-c2cccs2)on1 | -4 | -10 | 0.7 | 20 | -19 | 28 | -0.19 | 6 | -6

3 compounds from above, ordered by the value under sEH activator, rising:
canonical_smiles	sEH activator
CCc1cc(=O)n2[nH]c(C)c(-c3ccccc3OC)c2n1	-4
O=C(NCCN1CCOCC1)c1ccc(F)cc1	-1
O=C(Nn1cnnc1)c1ccccc1CCc1ccccc1	1

Following part:
SMILES | PostGolgi yeast | S1P2 antag | CYP2C19 activ | sEH inh | sEH activator | CYP2C19 inh | DAT uptake mod | PostGolgi ctrl | S1P2 ag
Cc1onc(-c2c(F)cccc2Cl)c1C(=O)N1C=CC(C(F)(F)Cl)=NCC1 | -1 | 1 | 0.4 | -6 | 9 | 58* | -0.029 | 3 | -6
N#Cc1ccc(CSc2nnc(NC(=O)CN3C(=O)C4CC=CCC4C3=O)s2)cc1 (centres undefined) | 4 | 23 | 0.9 | 13 | -13 | 13 | -0.0068 | -1 | -8
CC1CCc2nn(CC(=O)NCCN3CCCCC3C)cc2C1 (centres undefined) | 1 | 21 | 0.9 | -10 | 10 | 10 | 0.87 | 4 | -8
COc1cc(OC)c(-n2c(C)cc(C=O)c2C)cc1Cl | -12 | 1 | 0.1 | 5 | -2 | 93* | -1.5 | 20 | -3
N#Cc1cc(Oc2ccc3ccccc3c2)c(-n2nnc3ccccc32)cc1C#N | 21 | -18 | 1.2 | 18 | -15 | -20 | -1.1 | 14 | -5
CCOC(=O)c1cn(CC)c2cc(N3CCCCC3)c(F)cc2c1=O | · | -3 | · | 3 | 0 | · | -0.27 | · | -5
CC1=NN(C(=O)c2ccc(Cn3nc(C)c([N+](=O)[O-])c3C)cc2)C(O)(C(F)(F)F)C1 (centres undefined) | -5 | 3 | 0.8 | -11 | 12 | 23 | 0.23 | -6 | 0
Cc1cccc(NC(=O)CSc2nnnn2-c2cccnc2)c1 | -2 | 23 | 0.7 | 10 | -8 | 26 | -0.71 | 14 | -5
COc1ccc(C2C(C(=O)Nc3cccc(C)n3)c3ccccc3C(=O)N2C)cc1 (centres undefined) | 2 | 10 | 0.8 | 11 | -11 | 17 | -0.31 | 17 | -3
O=C(O)CSc1nnc(-c2ccccc2)o1 | 3 | 25 | 0.9 | -12 | 9 | 10 | -1.3 | 3 | -2
O=C(C1CCN(S(=O)(=O)N2CCC3(CC2)OCCO3)CC1)N1CCN(Cc2ccccc2)CC1 | 1 | 27 | 0.9 | -5 | 5 | 8 | -0.33 | -3 | -1
COc1cc2c(cc1NC(=O)CSc1ccc(C)cc1)oc1ccccc12 | -3 | 16 | 0.8 | -2 | 4 | 23 | -0.27 | 4 | 2
Cc1cc(N2CCC(C)CC2)nc2ccc(N3C(=O)CCC3=O)cc12 | 4 | · | 0.9 | · | · | 10 | -0.84 | 2 | ·
Cc1ccc2c(c1)C(c1ccc(N3CCOCC3)cc1)=NNC(c1cccs1)=N2 | -6 | -8 | 1 | -15 | 13 | -3 | 1.1 | 10 | 2
CNC(=O)CCSc1ccc(C)cc1 | · | -20 | · | -1 | 4 | · | -0.7 | · | -1
CC(C)COc1ccc(C(=O)OC2CC(C)(C)OCC2CN(C)C)cc1 (centres undefined) | -9 | 26 | 0.9 | 4 | -3 | 8 | 0.11 | 9 | -9
CN1CCN(c2ccccc2NC(=O)c2cccc(OCc3ccccc3)c2)CC1 | 0 | -7 | 0.5 | -7 | 12 | 50 | 1.1 | 7 | -2
Cc1ccc(-c2ncccc2OC(=O)C23CC4CC(CC(C4)C2)C3)cc1 | -12 | 19 | 1.1 | 3 | -1 | -6 | · | 15 | -8
COc1cc(C(=O)Oc2ccccc2/C=N/NC(=O)c2ccc(Cl)cc2Cl)cc(OC)c1OC | 9 | -3 | 0.6 | 4 | -6 | 43 | -1.3 | 18 | -11
CCOCCc1nnc(NC(=O)c2cccs2)s1 | 0 | 2 | 0.7 | -8 | 7 | 33 | 0.45 | 5 | -5
COC(=O)c1ccc(OCCn2cnc3ccccc3c2=O)cc1 | -7 | · | 0.7 | · | · | 29 | -0.28 | -3 | ·
COc1ccc(NC(=O)C(C)NS(=O)(=O)c2ccccc2)cc1Cl (centres undefined) | -3 | 20 | 0.1 | 11 | -11 | 87* | -1.3 | 10 | -4
CCOc1ccc(-n2c(-c3ccco3)n[nH]c2=S)cc1 | -14 | 4 | 0.7 | · | · | 27 | · | 11 | -4
CC(=O)c1cccc(NC(=O)CCNS(=O)(=O)c2cccc3nsnc23)c1 | 2 | -13 | 0.9 | 10 | -8 | 5 | -0.61 | -1 | -3
COc1ccc(C(=O)NC(=S)NCc2ccc(-c3nc4ccccc4o3)cc2)cc1OC | 1 | -20 | 0.8 | -10 | 7 | 19 | 0.23 | -4 | -4
CCOC(=O)N/N=C/c1ccccc1F | 4 | -2 | 1 | -5 | 6 | 3 | · | 5 | -8
COc1ccc(C(C)=O)cc1CN1C(=O)C(C)N(c2ccc(C)cc2)C1=O (centres undefined) | -6 | 1 | 0.2 | 0 | 0 | 82* | -1.5 | 7 | -2
CSc1ccc(C(=S)N2CCN(CCO)CC2)cc1 | -3 | 14 | 0.6 | 1 | 3 | 39 | 0.31 | 4 | -3
Cc1ccc(Nc2nc(-c3c(C)nc4ccccn34)cs2)cc1 | -9 | 23 | 0.3 | -8 | 10 | 67* | · | 75* | -4
CCOC(=O)C1CCN(C(=O)c2ccccc2N(C)S(C)(=O)=O)CC1 | -5 | -21 | 1 | 4 | -5 | -2 | 0.061 | 0 | -3
CC(=O)C1C(c2ccccc2OC(F)F)NC(=O)NC1(O)C(F)(F)F (centres undefined) | -7 | 0 | 1 | -12 | 12 | 1 | · | 11 | -8
COC(=O)C1CCN(C(=O)COC(=O)Cn2cnnn2)CC1 | -3 | 6 | 1.2 | -5 | 5 | -17 | -0.0021 | 6 | -3
CCCNC(=O)C(C)n1c2ccccc2c2nc(=O)cc(C)n21 (centres undefined) | 5 | -21 | 0.9 | · | · | 9 | -1.6 | 33* | -1
O=C(COc1cccc2cccnc12)N/N=C1\SCC(=O)N1Cc1ccccc1 | -8 | 1 | 0.9 | -3 | 4 | 14 | 0.12 | 8 | -2
Cc1nnc(Nc2ccc3c(c2)OCO3)c2ccccc12 | -4 | 14 | 0.6 | 3 | -3 | 40 | 1.5 | 16 | -3
CN1Cc2cc(C(=O)c3cc(Cl)cc(CSc4ncccn4)c3O)cnc2NC1=O | 14 | -10 | 1 | 19 | -19 | 5 | -0.74 | 12 | 1
O=C(c1ccccc1)c1ccc(OCCn2cnc3ccccc3c2=O)cc1 | 13 | 1 | 0.8 | -6 | 10 | 22 | 0.32 | 2 | -8
